From PubChem
HttQ103 aggreg – mutant huntingtin aggregation inhibition; PC12 HttQ103-GFP aggregates, Acumen cytometry, 40 h; Potency, µM (top dose mostly 46.1 µM), for inactives: at the top dose activity change, negative = inhibition, most hits filed as inhibitors; AID 1688; 1.1% of 220,000 active; also: potency is read from the fitted curve at half-maximal effect; % is scaled to controls: 0 for no effect and ±100 for the full control effect; nearly all actives have a fitted effect of over 60% in size
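Inducible Q103 Huntingtin exon 1–GFP PC12 line, 1500 cells/well in phenol red free DMEM with 5% equine and 5% calf serum. Tebufenozide 100 nM induced expression; compounds titrated; aggregates quantified by cytometry.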
Luc counter – counter-screen: inhibitors of Kinase-Glo firefly luciferase | Kinase-Glo luciferase, ATP luminescence, 8 min | Q27757 | Potency, µM (titrated, usually from 38.3 µM), inactives show at the highest dose activity change, negative = inhibition, actives largely listed as inhibitors | 0.28% of 200,000 active | AID 1379; also: potency is read from the fitted curve at half-maximal effect; % is scaled to controls: 0 for no effect and ±100 for the full control effect; nearly all actives have a fitted effect of over 60% in size
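Recombinant Kinase-Glo luciferase, 10 uM ATP (linear range), luciferin; imidazole pH 7.2 / KCl / MgCl2 / Tween / BSA buffer; 8 min RT; luminescence.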
IMPase Li inh – IMPase inhibition in cells with lithium potentiation | CHO-M1 cells, IP1 TR-FRET (IP-One), carbachol + lithium | Potency, µM (titrated, usually from 59.4 µM), without a hit: at the highest dose activity, negative = IMPase inhibition, most hits filed as inhibitors | 0.35% of 210,000 active;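 also: IP1 builds up when IMPase is blocked and the TR-FRET signal falls; potency is read from the fitted curve at half-maximal effect; plate controls were basal vehicle for no effect and high inhibitor control for full effect; nearly all actives have a fitted effect of over 50% in size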
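Steps: plate 2000 CHO-M1 cells per well and culture 16–30 h; add compound and lithium; incubate 30 min, 37C; add d2-IP1 tracer and Eu cryptate anti-IP1 antibody in lysis buffer; read after 10 min at room temperature.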
Epigenetic reg – regulators of epigenetic silencing causing reporter derepression in mouse cells | murine LDR cells, GFP reporter derepression, 30 h | Potency, µM (doses to about 53.9 µM), inactives show top-dose GFP activation, actives largely listed as activators | 0.2% of 280,000 active | AID 1865; also: potency is read from the fitted curve at half-maximal effect; % of control where 0% means no effect; nearly all actives have a fitted effect of over 60% in size
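GFP-positive cell count by laser-scanning cytometry (objects 20–120 um) after 30 h, 37 C compound exposure of murine LDR cells; reporter is CMV-GFP integrated at a silenced locus, inducible by HDAC or DNMT inhibitors.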
L3MBTL1 inh – inhibitors of human L3MBTL1. Q9Y468. AlphaScreen L3MBTL1–H3K9me1 peptide binding. Potency, µM (titrated, usually from 57.1 µM), inactives show at the top dose activity, negative = inhibition, usual class: inhibitors. 0.66% of 230,000 active. AID 485360; also: potency is read from the fitted curve at half-maximal effect; % is scaled to controls: 0 for no effect and ±100 for the full control effect; nearly all actives have a fitted effect of over 60% in size
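First, the protein-peptide complex forms for 30 min at room temperature (L3MBTL1 50 nM, biotinylated H3K9me1 peptide 75 nM). Next, compounds are pin-transferred and incubated 30 min. Finally, AlphaScreen beads are added and read after 30 min.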
NPSR antag – blocks cAMP signaling of the human neuropeptide S receptor; Potency, µM (series often up to 38.3 µM), inactives show at the top dose activity change, negative = inhibition, most hits filed as inhibitors; CHO-NPSR cells, cAMP TR-FRET, antagonist mode; 1% of 220,000 active; AID 1461; also: potency is read from the fitted curve at half-maximal effect; % is scaled to controls: 0 for no effect and ±100 for the full control effect; nearly all actives have a fitted effect of over 50% in size; many of its hits are not listed in these tables
Target sequence (Q6W5P4 whole entry, looked up): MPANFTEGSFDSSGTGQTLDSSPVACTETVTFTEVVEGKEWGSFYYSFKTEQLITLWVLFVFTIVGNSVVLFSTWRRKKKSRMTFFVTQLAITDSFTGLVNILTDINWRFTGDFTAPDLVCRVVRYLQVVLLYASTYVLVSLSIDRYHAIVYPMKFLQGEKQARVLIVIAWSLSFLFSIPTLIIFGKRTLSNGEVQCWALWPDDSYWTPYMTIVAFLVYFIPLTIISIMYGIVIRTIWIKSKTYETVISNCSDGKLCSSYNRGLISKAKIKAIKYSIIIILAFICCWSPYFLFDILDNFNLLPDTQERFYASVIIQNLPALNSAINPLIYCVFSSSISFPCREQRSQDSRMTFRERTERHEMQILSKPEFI
CBFb-RUNX1 inh – CBF-beta/RUNX1 interaction disruption; Potency, µM (series often up to 59.8 µM), inactives show top-dose activity, negative = inhibition, hits mostly inhibitors; Q01196+Q13951; AID 1477; 230,000 tested, under 10 active; AlphaScreen CBFb-His/RUNX1-biotin binding, biochemical; also: % of control where 0% means no effect
Target sequence (Q01196 whole entry, looked up): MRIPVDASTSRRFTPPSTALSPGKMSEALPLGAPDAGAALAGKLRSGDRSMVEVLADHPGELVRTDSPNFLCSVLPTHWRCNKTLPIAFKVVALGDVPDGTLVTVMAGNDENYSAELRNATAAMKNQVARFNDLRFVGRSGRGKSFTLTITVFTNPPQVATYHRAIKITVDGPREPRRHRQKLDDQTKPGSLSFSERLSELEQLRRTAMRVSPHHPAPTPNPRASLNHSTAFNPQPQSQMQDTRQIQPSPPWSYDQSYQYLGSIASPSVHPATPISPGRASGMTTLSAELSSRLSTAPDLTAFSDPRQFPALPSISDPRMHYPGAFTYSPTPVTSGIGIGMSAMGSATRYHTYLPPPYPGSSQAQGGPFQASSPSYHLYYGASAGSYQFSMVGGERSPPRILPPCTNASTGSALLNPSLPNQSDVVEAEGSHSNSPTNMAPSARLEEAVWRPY
Target sequence (Q13951 whole entry, looked up): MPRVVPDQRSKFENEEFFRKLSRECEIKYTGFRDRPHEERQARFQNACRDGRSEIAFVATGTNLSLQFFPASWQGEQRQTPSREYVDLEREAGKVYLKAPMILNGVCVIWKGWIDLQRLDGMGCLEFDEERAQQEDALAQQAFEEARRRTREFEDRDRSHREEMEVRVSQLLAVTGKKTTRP
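Interaction loss through any mechanism counts as activity. Pre-formed complex of His-CBF-beta and biotin-RUNX1 (30 nM apiece) is incubated with compound 15 min, then with 50 ng nickel and 50 ng streptavidin beads for 90 min before AlphaScreen detection.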
Numbers without * were called inactive; ? = inconclusive; . = no result given; & = joins results of further samples; [ ] = remark or other dose. Calls follow the shape of the dose curve; as a rule, active = well fitted curve in the direction sought with a large enough effect; inconclusive = small, poorly fitted or top-dose-only effect, or another doubt; inactive = no such curve, though single readings can be large; an effect the other way counts as inactive or inconclusive. Not all compounds are listed, so the mix of outcomes need not match the whole.

SMILES | HttQ103 aggreg | Luc counter | IMPase Li inh | Epigenetic reg | L3MBTL1 inh | NPSR antag | CBFb-RUNX1 inh
NC(=O)NOCc1ccc(F)cc1Cl | 7%[9.22 µM] | . | 2% | -0.2% | 7% | -21% | 10%
COc1cc(OC)cc(C(=O)NCC(=O)OCC(=O)c2ccc3c(c2)-c2ccccc2C3)c1 | -22% | 0% | -1% | 0.0% | -12% | -21% | 1%
Cc1cc2ccccc2n1CCNC(=O)c1ccc(S(=O)(=O)N2CCOCC2)cc1 | ? | -8% | 10%[38.3 µM] | -1.0% | . | -11%[46.1 µM] | ?
Cc1ccc(-n2ccnc2SCC(=O)O)cc1C | 0%[9.22 µM] | . | . | -0.8% | 10% | -2% | 4%
COCCN(C(=S)Nc1cccc(OC)c1)C1CCN(C(C)=O)CC1 | -3% | 3% | -3% | 1.9% | 2% | -2% | 6%
O=C(Nc1ccc(Br)cc1)C1CC=CCC1C(=O)OCC1CCCO1 (configuration not stated) | 1% | 4% | 26%[38.3 µM] | -3.8% | . | 23%[46.1 µM] | 2%
CC1CCN(S(=O)(=O)c2ccc(S(=O)(=O)N3CCN4CCCC4C3)cc2)CC1 (configuration not stated) | -5% | 1% | -12%[38.3 µM] | 0.8% | 8% | -1%[46.1 µM] | 2%
Cc1ccc(CCc2nnc(SCC(=O)Nc3cc(Cl)ccc3Cl)n2-c2ccccc2)o1 | 14% | 1% | 7% | 0.0% | -10% | -34% | -15%
Cc1ccc(-c2n[nH]c(=S)n2/N=C/C=C\c2ccccc2[N+](=O)[O-])cc1 | 26% | -4% | 28%[38.3 µM] | -5.5% | . | ? | -18%
CCOC(=O)C1CCCN(C(=O)c2sc3nc(C)nc(N4CCOCC4)c3c2C)C1 (configuration not stated) | 23% | -2% | -7%[38.3 µM] | -0.5% | 9% | -24%[46.1 µM] | 6%
CCOc1cc(-c2nc(-c3ccc(C)nc3OC)no2)cc(OCC)c1OCC | 10% | -1% | 0%[38.3 µM] | -2.6% | 2% | 11%[46.1 µM] | 0%
Cc1ncsc1CCOC(=O)c1cccnc1 | -4% | 13% | -2%[38.3 µM] | -1.0% | 12% | 8%[46.1 µM] | 9%
O=C1c2cnc3nc(SCc4ccccc4)nn3c2CC2c3ccccc3CCN12 (configuration not stated) | -13% | 2% | 10%[38.3 µM] | 14% | 8% | ? | 1%
CCSc1nnc(NC(=O)NCC(F)(F)F)s1 | -18% | 1% | -6%[38.3 µM] | -1.0% | -12%[11.4 µM] | -4%[46.1 µM] | 8%
Cc1ccc(Cl)cc1N1CCN(S(=O)(=O)c2ccc3[nH]c(=O)c(=O)[nH]c3c2)CC1 | -11% | 6% | -2% | -2.6% | . | -6% | -10%
COc1cnc(-c2ccccn2)nc1Sc1ccc(Cl)cc1 | -1% | 5% | 7%[38.3 µM] | -1.0% | -9% | 4%[46.1 µM] | -28%
Cc1ccc(NC(=O)C2CCN(S(=O)(=O)c3cnc[nH]3)CC2)nc1 | 21% | 1% | 14%[38.3 µM] | 0.0% | . | -12%[46.1 µM] | 5%
Cc1c(/C=C/C(=O)c2ccc(Cl)s2)cnn1C | -14% | -2% | -5% | -2.0% | 5% | -17%[46.1 µM] | 9%
O=C(Nn1cnnc1)c1ccccc1-c1ccccc1 | -17% | 3% | -16%[38.3 µM] | -0.8% | 9% | -5%[46.1 µM] | 8%
COc1ccc(C2c3[nH]c4ccccc4c3CCN2C(=O)Cc2nonc2C)c(F)c1 (configuration not stated) | 2%[9.22 µM] | . | . | -1.7% | . | -38% | -8%
Cc1ccc([N+](=O)[O-])cc1NC(=O)/C=C/C(=O)O | -9%[9.22 µM] | . | . | -2.6% | 11% | 21% | 4%
O=C(Nc1ccc(N=Nc2ccccc2)cc1)c1cccc(Cl)c1 | ? | -1% | -7% | 0.0% | 4% | -26%[46.1 µM] | 5%
CCC(=O)N1CCN(c2ccc(NC(=O)c3ccc([N+](=O)[O-])o3)cc2)CC1 | -5%[9.22 µM] | -2% | 15% | ? | -16% | -56% | 1%
O=c1cc2ncc(-n3cc([N+](=O)[O-])cn3)cn2[nH]1 | 10% | 0% | -3% | 2.1% | -5% | 3% | 0%
c1ccc(COc2cccc(CNCc3cccnc3)c2)cc1 | 9%[9.22 µM] | -4% | 19% | -0.8%[10.1 µM] | -1% | 7% | 1%
COc1ccc(Oc2nc(OC)cc(OC)n2)cc1 | -17%[9.22 µM] | 5% | 2% | -1.9%[10.1 µM] | 59%[activator] | -2% | 1%
Cc1ccc(S(=O)(=O)c2nnn(-c3cccc(F)c3)c2N)cc1 | -29% | -1% | 2% | -7.8% | . | -10% | -7%
Oc1ccc(/C=N/N(Cc2ccccc2)c2ccccc2)cc1 | -18% | 3% | 2% | -0.6% | -15% | -48% | ?
COc1ccc(-n2nc(C(=O)NCc3ccco3)c3c4ccccc4n(C)c3c2=O)cc1 | 2% | -1% | ? | 0.9% | 1% | -37% | -5%
Cc1ccc(CNC(=O)c2oc3ccc(S(=O)(=O)N4CCOCC4)cc3c2C)cc1 | ? | -4% | 30%[38.3 µM] | -1.0% | . | ? | 2%
CCNC1CCS(=O)(=O)C1 (configuration not stated) | -5%[9.22 µM] | . | . | 1.6% | 7% | 43% | 5%
COc1cc(CNC(C)(C)CO)cc(Br)c1OCc1ccc(Cl)cc1Cl | ? | -3% | 18% | -0.8% | 8% | -41% | -2%
CCOC(=O)C1CCN(Cc2cccc(OC)c2)CC1 | 2%[9.22 µM] | 3% | 4%[38.3 µM] | 3.0% | . | -11%[46.1 µM] | 3%
O=C(NC(=S)Nc1ccccc1)c1ccc(-c2ccccc2)cc1 | -17% | 1% | -2% | -0.9% | 2% | 8% | -7%
Cc1ccc(C)c(CSc2nnc(-c3cccnc3)n2N)c1 | 16% | -2% | -5%[38.3 µM] | 5.6% | 3% | 3%[46.1 µM] | -4%
O=C(O)C1C2C=CC(O2)C1C(=O)NCc1ccccc1Br (configuration not stated) | -5% | -4% | 31%[activator][38.3 µM] | 0.0% | . | 1%[46.1 µM] | 10%
CCOC(=O)C(C)n1cnc2sc3c(c2c1=O)CCC3 (configuration not stated) | 2% | -1% | 1%[38.3 µM] | 0.0% | -5% | -2%[46.1 µM] | -5%
CCCCc1nc2sc3c(=O)n(N)cnc3c2c2c1CCCC2 | 6% | 0% | 0% | -0.1% | 4% | 13% | 0%
O=C(CSc1nncs1)NC(=O)Nc1ccc2c(c1)OCCO2 | -6%[9.22 µM] | . | . | -1.3% | -2% | -16% | 4%
COc1ccc(S(=O)(=O)N2c3ccccc3OCC2C)cc1 (configuration not stated) | -6% | -1% | 15% | 4.0% | 18% | -15% | 19%
CCC1(CC)NC(=O)N(CC(=O)OCC(=O)NC(=O)c2ccccc2)C1=O | 17% | -4% | 1% | 3.8% | 0% | 3% | 3%
CC(CS(=O)(=O)c1ccccc1[N+](=O)[O-])N1CCOCC1 (configuration not stated) | -3% | 4% | -7% | -1.5% | . | 20% | -1%
CCOc1ccc2nc(NCCNC(=O)Nc3cccc(C)c3)c(C#N)cc2c1 | 6% | 4% | 3%[38.3 µM] | -10% | 5% | 5%[46.1 µM] | 9%
COc1ccc(SCCN2CCN(CC(C)C)CCC2=O)cc1 | -1%[9.22 µM] | . | . | 6.2% | . | 8% | 17%&7%
CS(=O)(=O)N(CC(=O)NCc1ccco1)c1ccccc1Cl | ? | -6% | 1%[38.3 µM] | -1.0% | . | 8%[46.1 µM] | 4%
O=S(=O)(c1ccc2ccccc2c1)N1CCCCC1 | -27% | -2% | 1%[38.3 µM] | 0.0% | 8% | -13%[46.1 µM] | 11%
CC1Cc2ccccc2N1C(=O)CSc1nnc(-c2ccccc2)c(-c2ccccc2)n1 (configuration not stated) | -20% | 0% | -19%[38.3 µM] | -1.8% | -4% | -28%[46.1 µM] | -4%
NC(=O)Cn1c(=O)n(C2CCCCC2)c(=O)c2c3c(sc21)CCCCC3 | -3% | 3% | 9% | -0.1% | -5% | -46% | -1%

Some of these compounds in order of heavy-atom count, high to low:
SMILES | HttQ103 aggreg | Luc counter | IMPase Li inh | Epigenetic reg | L3MBTL1 inh | NPSR antag | CBFb-RUNX1 inh
CC1Cc2ccccc2N1C(=O)CSc1nnc(-c2ccccc2)c(-c2ccccc2)n1 (configuration not stated) | -20% | 0% | -19%[38.3 µM] | -1.8% | -4% | -28%[46.1 µM] | -4%
CCOc1ccc2nc(NCCNC(=O)Nc3cccc(C)c3)c(C#N)cc2c1 | 6% | 4% | 3%[38.3 µM] | -10% | 5% | 5%[46.1 µM] | 9%
CCC1(CC)NC(=O)N(CC(=O)OCC(=O)NC(=O)c2ccccc2)C1=O | 17% | -4% | 1% | 3.8% | 0% | 3% | 3%
NC(=O)Cn1c(=O)n(C2CCCCC2)c(=O)c2c3c(sc21)CCCCC3 | -3% | 3% | 9% | -0.1% | -5% | -46% | -1%
O=C(NC(=S)Nc1ccccc1)c1ccc(-c2ccccc2)cc1 | -17% | 1% | -2% | -0.9% | 2% | 8% | -7%
CCCCc1nc2sc3c(=O)n(N)cnc3c2c2c1CCCC2 | 6% | 0% | 0% | -0.1% | 4% | 13% | 0%
COc1ccc(S(=O)(=O)N2c3ccccc3OCC2C)cc1 (configuration not stated) | -6% | -1% | 15% | 4.0% | 18% | -15% | 19%
CC(CS(=O)(=O)c1ccccc1[N+](=O)[O-])N1CCOCC1 (configuration not stated) | -3% | 4% | -7% | -1.5% | . | 20% | -1%
CCOC(=O)C(C)n1cnc2sc3c(c2c1=O)CCC3 (configuration not stated) | 2% | -1% | 1%[38.3 µM] | 0.0% | -5% | -2%[46.1 µM] | -5%
O=S(=O)(c1ccc2ccccc2c1)N1CCCCC1 | -27% | -2% | 1%[38.3 µM] | 0.0% | 8% | -13%[46.1 µM] | 11%
